VIM-2 inh: inhibitors of Pseudomonas aeruginosa VIM-2 metallo-beta-lactamase. purified VIM-2, nitrocefin hydrolysis, epi-absorbance fluorescence. inhibition, % at 5.6 µM. 290,000 compounds, 0.89% hits. AID 1527;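 active = inhibition above the mean of all tested compounds plus 3 SD, cutoff set per screening run, cut at about 7.5% in these data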;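 also: red hydrolysis product quenches plate fluorescence so inhibitors raise well fluorescence; 0% = enzyme with DMSO and 100% = DMSO without enzyme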
IDE act: IDE (human) activation, cell-based; P14735; HEK cells, FAbeta-B cleavage, fluorescence polarization; 0% vehicle, 100% cell-free pure enzyme wells; activation, % at 5.96 µM; 340,000 compounds, 0.073% hits; AID 493087;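 active = activation above the mean of all tested compounds plus 3 SD, set per screening campaign, cut at about 17% in these data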
GPR7 antag: blocks human GPR7 receptor signaling; P48145; GPR7-expressing cells, fluorescence antagonist assay; inhibition, % at 4.4 µM; 290,000 compounds, 1.1% hits; AID 1861; in the data active = inhibition above about 16%, passing the limit was not always enough;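 also: cells stimulated with the agonist NPW; 0% = agonist with vehicle and 100% = vehicle without agonist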
Target sequence (P48145 whole entry, looked up): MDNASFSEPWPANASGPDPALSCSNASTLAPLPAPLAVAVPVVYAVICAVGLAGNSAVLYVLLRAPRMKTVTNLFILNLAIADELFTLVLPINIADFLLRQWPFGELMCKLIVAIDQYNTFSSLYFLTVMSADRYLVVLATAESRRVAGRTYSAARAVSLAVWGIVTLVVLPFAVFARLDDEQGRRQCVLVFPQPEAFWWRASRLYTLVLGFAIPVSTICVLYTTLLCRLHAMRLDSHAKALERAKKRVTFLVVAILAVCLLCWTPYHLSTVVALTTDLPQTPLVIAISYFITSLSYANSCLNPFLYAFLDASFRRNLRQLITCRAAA
IMP-1 inh: inhibitors of Pseudomonas aeruginosa IMP-1 metallo-beta-lactamase; purified IMP-1, nitrocefin hydrolysis, epi-absorbance fluorescence; inhibition, % at 5.6 µM; 290,000 compounds, 0.45% hits; AID 1556;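 active = inhibition above the mean plus 3 SD of all compounds in the same screening run, cut at about 4.5% in these data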;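 also: 0% = IMP-1 with DMSO and 100% = DMSO wells lacking enzyme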
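System: purified IMP-1 / Input: IMP-1 dispensed at 0.2 nM / Medium: 50 mM HEPES pH 7.1, 50 µM ZnSO4, 0.05% Brij 35 / Timing: 15 min enzyme–compound preincubation, then 25 min nitrocefin reaction, 25 °C / Technique: plate fluorescence quenching by hydrolysis product, ex 480/em 530 nm / Repeats: singlicate testing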
PHOSPHO1 inh: blocks human PHOSPHO1 phosphatase activity | AID 1565 | 290,000 compounds, 1.1% hits | inhibition, % at 13.3 µM | Q8TCT1 | recombinant PHOSPHO1, absorbance phosphatase assay; in the data active = inhibition above about 60%
Target sequence (Q8TCT1 whole entry, looked up): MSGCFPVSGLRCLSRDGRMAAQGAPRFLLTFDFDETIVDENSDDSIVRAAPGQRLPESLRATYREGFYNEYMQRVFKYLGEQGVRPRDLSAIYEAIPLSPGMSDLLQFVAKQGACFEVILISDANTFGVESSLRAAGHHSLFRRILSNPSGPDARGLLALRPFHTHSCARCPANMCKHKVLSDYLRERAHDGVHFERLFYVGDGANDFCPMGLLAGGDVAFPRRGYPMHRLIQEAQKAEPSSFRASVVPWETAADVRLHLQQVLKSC
IDE cell inh: inhibitors of human insulin-degrading enzyme in cells. HEK cells, FAbetaB cleavage, fluorescence polarization. inhibition, % at 5.59 µM. 320,000 compounds, 0.41% hits. AID 434962;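 active = percent inhibition above the average of all tested compounds plus 3 SD, set per screening campaign, cut at about 16% in these data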;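 also: IDE supplied by intact live HEK cells; FP after avidin binding of uncleaved biotin substrate so inhibition keeps polarization high; 0% = DMSO wells and 100% = 60 µM reference IDE inhibitor Ii1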
NALP1 inh: blocks the NALP1 inflammasome reconstituted in yeast. S. cerevisiae NALP1/ASC/caspase-1 growth, X-gal OD620, 72 h. inhibition, % at 10 µM. 280,000 compounds, 0.61% hits. AID 2071; in the data active = inhibition mostly above about 24%, no sharp cut-off; inactive = mostly below about 32%; also: some compounds called inactive have numbers as strong as hits
pCIP destab: p/CIP protein destabilization; Q05BA5; F442A p/CIP-EGFP cells, EGFP fluorescence, 16 h; decrease of EGFP signal, % at 10 µM; 290,000 compounds, 0.01% hits; AID 1984;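 active = EGFP signal decrease of at least 30% at 10 µM or well 3 SD below plate mean, unless failing retest; inactive = the rest, including hits failing retest or dose response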; also: some compounds called inactive have numbers as strong as hits; many of its hits are not listed in these tables
M18AAP inhibitor: PfM18AAP enzyme inhibition; inhibition, % at 7.35 µM; recombinant PfM18AAP, H-Glu-NHMec fluorogenic cleavage; 290,000 compounds, 1.2% hits;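 active = inhibition above the campaign mean inhibition over all tested compounds plus 3 SD, cut at about 28% in these data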;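 also: 0% = plate median of test compound wells and 100% = 2 mM ZnCl2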
Starred values were filed as active, the others as inactive; x = no result given.

1: O=C(COc1ccc2c3c(c(=O)oc2c1)CCC3)NC1CCN(Cc2ccccc2)CC1
2: CCOC(=O)CSc1nc2c(sc(=S)n2-c2ccccc2OC)c(=O)n1Cc1ccco1
3: O=C(NCC1CCCO1)c1ccc(N2C(=O)C3CCCCC3C2=O)cc1 (stereo not drawn)
4: CCOc1nc(CC(C)C)c2c(c1C#N)CC(C)(C)OC2
5: Cc1ccc(CN2CCSc3ccc(C(=O)NCCCN4CCN(C)CC4)cc32)cc1
6: CC1=C(C(=O)Nc2nc3ccccc3s2)C(c2ccco2)C(C#N)=C(SCC(=O)NC2CCCCC2)N1 (stereo not drawn)
7: CCCCC[C@H]1CN(CCCC)C(=O)[C@@H]1CC(=O)NCc1ccc(OC)cc1
8: O=C(NCc1ccncc1)C1CCN(C(=O)c2cccc(Cl)c2)CC1
compound no. | 1 | 2 | 3 | 4 | 5 | 6 | 7 | 8
VIM-2 inh | 28* | -3.6 | -1.1 | -2.5 | -1.8 | -2.2 | -0.7 | -2.6
IDE act | 3 | 0 | 1 | 5 | 1 | 4 | -5 | -1
GPR7 antag | 3 | 20 | -13 | -9 | 1 | 3 | 5 | -4
IMP-1 inh | -1.4 | -1.3 | -2.4 | -2.6 | -1.4 | 1.7 | -1.5 | -3.7
PHOSPHO1 inh | 12 | 15 | 30 | 2 | 44 | -26 | -36 | 31
IDE cell inh | 2 | 9 | -2 | -7 | 4 | 4 | -1 | 1
NALP1 inh | 3 | -6 | 17 | -9 | -4 | 42 | 17 | -18
pCIP destab | -5 | 1 | 2 | 2 | -10 | -4 | 2 | -1
M18AAP inhibitor | 2 | 3 | 3 | 2 | 9 | 20 | 1 | -2

9: COc1ccc(CNC(=O)C2(CC3CC(c4ccccc4)=NO3)CCN(C(=O)C3CCCC3)CC2)cc1 (stereo not drawn)
10: CCOC(=O)C1=C(CC)NC2=C(C(=O)CCC2)C1c1ccc(OC)c(OC)c1 (stereo not drawn)
11: O=C(c1cccc(NS(=O)(=O)c2cccc([N+](=O)[O-])c2)c1)N1CCOCC1
12: O=c1cc(-c2ccc([N+](=O)[O-])cc2)nc2cc(-c3ccc(F)cc3)[nH]n12
13: COc1ccc(NC(=O)CCS(=O)(=O)c2ccc(Cl)cc2)cc1
14: Cn1nc(C(=O)N2CCc3ccccc3C2)c2ccccc2c1=O
15: CCOc1ccccc1N(C(=O)c1ccccc1Cl)C1=NC(C)(C)CS1
16: CC(=O)c1ccc(OC(=O)CN2C(=O)c3ccccc3C2=O)cc1
compound no. | 9 | 10 | 11 | 12 | 13 | 14 | 15 | 16
VIM-2 inh | 1.9 | -0.4 | -4.3 | -3.7 | -1.1 | -0.6 | -2.1 | 0.1
IDE act | -2 | 4 | 10 | 1 | 0 | -2 | 1 | 2
GPR7 antag | -3 | 0 | -6 | -8 | -7 | 0 | -17 | -1
IMP-1 inh | -0.5 | -2.0 | -3.0 | -2.8 | 0.7 | -1.1 | -2.3 | -1.5
PHOSPHO1 inh | -2 | 3 | 52 | -9 | 28 | -6 | -60 | 42
IDE cell inh | 3 | -2 | 4 | -2 | -3 | 1 | -5 | -6
NALP1 inh | 20 | -5 | 11 | 14 | 9 | 5 | 6 | 14
pCIP destab | 2 | -10 | -8 | -6 | -4 | -38 | 16 | -7
M18AAP inhibitor | -3 | -5 | -1 | 2 | -20 | 2 | 2 | -17

Brought forward from above: two compounds; new compounds follow.
15: CCOc1ccccc1N(C(=O)c1ccccc1Cl)C1=NC(C)(C)CS1
16: CC(=O)c1ccc(OC(=O)CN2C(=O)c3ccccc3C2=O)cc1
17: Cc1oc(-c2cccc(Cl)c2)nc1CS(=O)(=O)CC(=O)NC1CCCC1
18: O=C(Oc1ccc2ccc(=O)oc2c1)c1ccco1
19: Cc1cc(C)cc(C(=O)OCC(=O)NCc2cccs2)c1
20: O=C(O)C1NCCc2ccccc21 (stereo not drawn)
21: CCOC(=O)C1CCN(Cc2ccc(OCc3ccccc3)cc2)CC1
22: COc1ccc(S(=O)(=O)n2cnc3ccccc32)cc1
23: COCc1ccc(C(=O)N2CCCC(Nc3ccc4c(c3)OCCO4)C2)o1 (stereo not drawn)
24: O=C(NCc1cccs1)C1CCCN1S(=O)(=O)c1ccccc1F (stereo not drawn)
compound no. | 15 | 16 | 17 | 18 | 19 | 20 | 21 | 22 | 23 | 24
VIM-2 inh | -2.1 | 0.1 | 0.8 | 1.9 | 2.1 | -4.1 | -2.7 | -0.2 | -2.6 | -5.1
IDE act | 1 | 2 | -1 | -1 | 1 | 2 | 2 | 0 | 3 | 0
GPR7 antag | -17 | -1 | -4 | 14 | 26* | 16 | 1 | -8 | -16 | -6
IMP-1 inh | -2.3 | -1.5 | -2.0 | -2.0 | 1.2 | -3.4 | -1.4 | -1.1 | -4.2 | -3.1
PHOSPHO1 inh | -60 | 42 | 32 | 5 | 3 | -23 | 36 | 14 | 26 | -10
IDE cell inh | -5 | -6 | -6 | -1 | -2 | -2 | 1 | -2 | 2 | -1
NALP1 inh | 6 | 14 | 29 | -2 | 24 | 26 | 27 | 10 | 4 | 26
pCIP destab | 16 | -7 | -20 | 2 | 7 | -14 | 0 | 8 | -14 | -10
M18AAP inhibitor | 2 | -17 | -19 | -6 | -3 | -2 | 4 | 2 | 8 | 2

25: CCOc1ccc(S(=O)(=O)N(CC(=O)NC2CCCCC2C)Cc2ccco2)cc1 (stereo not drawn)
26: COc1cccc(C(=O)Nc2ccc3c(C)cc(=O)oc3c2)c1
27: Cc1c(CCOC(=O)C23CC4CC(CC(C4)C2)C3)sc[n+]1CC#N
28: CN(CC(=O)Nc1ccc(OC(F)(F)F)cc1)C1CCCCC1
29: Cc1sc2nc(CN3CCCC3)nc(NCc3ccncc3)c2c1C
30: CC(=O)c1ccc(NC(=O)Nc2cccc(Cl)c2)cc1
31: Cc1ccc(S(=O)(=O)N2CCN(C3CCC(c4ccccc4)CC3)CC2)cc1 (stereo not drawn)
32: COc1ccc(C2=NN(CC(=O)NCC(OC)OC)C(=O)CC2)cc1
compound no. | 25 | 26 | 27 | 28 | 29 | 30 | 31 | 32
VIM-2 inh | -0.4 | -1.4 | 0.9 | -2.5 | -4.0 | -1.5 | 0.5 | -0.1
IDE act | 3 | -10 | 3 | 5 | -1 | 0 | x | 2
GPR7 antag | -5 | 4 | -6 | 5 | -10 | 29* | 8 | 9
IMP-1 inh | -4.2 | -3.3 | -0.2 | -2.6 | -3.7 | -1.1 | -1.0 | -0.3
PHOSPHO1 inh | 11 | 16 | -15 | 48 | 36 | -2 | 15 | 16
IDE cell inh | -5 | x | 0 | 8 | 7 | 8 | 6 | -2
NALP1 inh | 29 | -8 | 6 | -8 | -1 | -4 | x | -5
pCIP destab | 8 | -2 | -2 | -2 | -12 | -2 | -13 | 6
M18AAP inhibitor | 1 | 6 | -8 | -2 | -4 | 2 | 2 | -5

Copied from above: compounds 3 to 8
3: O=C(NCC1CCCO1)c1ccc(N2C(=O)C3CCCCC3C2=O)cc1 (stereo not drawn)
4: CCOc1nc(CC(C)C)c2c(c1C#N)CC(C)(C)OC2
5: Cc1ccc(CN2CCSc3ccc(C(=O)NCCCN4CCN(C)CC4)cc32)cc1
6: CC1=C(C(=O)Nc2nc3ccccc3s2)C(c2ccco2)C(C#N)=C(SCC(=O)NC2CCCCC2)N1 (stereo not drawn)
7: CCCCC[C@H]1CN(CCCC)C(=O)[C@@H]1CC(=O)NCc1ccc(OC)cc1
8: O=C(NCc1ccncc1)C1CCN(C(=O)c2cccc(Cl)c2)CC1
compound no. | 3 | 4 | 5 | 6 | 7 | 8
VIM-2 inh | -1.1 | -2.5 | -1.8 | -2.2 | -0.7 | -2.6
IDE act | 1 | 5 | 1 | 4 | -5 | -1
GPR7 antag | -13 | -9 | 1 | 3 | 5 | -4
IMP-1 inh | -2.4 | -2.6 | -1.4 | 1.7 | -1.5 | -3.7
PHOSPHO1 inh | 30 | 2 | 44 | -26 | -36 | 31
IDE cell inh | -2 | -7 | 4 | 4 | -1 | 1
NALP1 inh | 17 | -9 | -4 | 42 | 17 | -18
pCIP destab | 2 | 2 | -10 | -4 | 2 | -1
M18AAP inhibitor | 3 | 2 | 9 | 20 | 1 | -2

The results go on.
33: O=c1cc(Nc2ccc3c(c2)OCCO3)[nH]c(=O)n1-c1ccc(Br)cc1
34: COc1cc(C(C#N)N2N=C(c3ccccc3)CC2c2ccccc2)ccc1O (stereo not drawn)
35: CN(C)CCNC(=S)Nc1ccc(F)c(F)c1F
36: COC(=O)C1C(O)=C(C=Nc2ccccc2)C(=O)CC1(C)C (stereo not drawn)
37: Cc1onc(-c2c(Cl)cccc2Cl)c1NC(=O)NNc1c(Cl)cncc1Cl
38: Cc1ccc(/C=N/NC(=O)c2ccc(Br)o2)s1
39: CN(C)CCCN1C(=O)c2oc3ccc(Cl)cc3c(=O)c2C1c1cccnc1 (stereo not drawn)
40: CCOc1ccc(S(=O)(=O)N2CCN=C2c2ccccc2)cc1
compound no. | 33 | 34 | 35 | 36 | 37 | 38 | 39 | 40
VIM-2 inh | -5.0 | -1.9 | 0.9 | -1.4 | -1.2 | -3.1 | 1.5 | -1.1
IDE act | 3 | 5 | -3 | 1 | -3 | 2 | -2 | 4
GPR7 antag | -12 | -3 | -2 | -14 | -11 | -3 | -6 | 0
IMP-1 inh | -2.6 | -2.4 | -1.2 | -0.2 | -2.1 | -3.0 | 6.4* | -3.6
PHOSPHO1 inh | 5 | -37 | 30 | 30 | 25 | -2 | -1 | 43
IDE cell inh | -1 | 12 | 0 | 2 | 1 | 3 | -2 | -2
NALP1 inh | 12 | -12 | 2 | -25 | 10 | 16 | 22 | 12
pCIP destab | 3 | -1 | -7 | 1 | -11 | 3 | -8 | -4
M18AAP inhibitor | 4 | 5 | -2 | 5 | -8 | 1 | 4 | 1

41: COc1ccc(-c2cn(CCC(=O)NCc3ccc(C)cc3)c(-c3ccncc3)n2)cc1
42: O=C(Nn1c(-c2ccccc2)nc2ccccc2c1=O)c1cccs1
43: O=C(N/C=C/n1cnc2cc(C(F)(F)F)ccc21)c1ccccc1F
44: Cc1ccccc1C(=O)Nc1ccnn1C1CCN(C(C)Cc2ccccc2F)CC1 (stereo not drawn)
45: N#CC1C=Cc2ccccc2N1C(=O)c1ccccc1 (stereo not drawn)
46: O=C(CNCc1ccccn1)Nc1ccc([N+](=O)[O-])cc1C(=O)Nc1ccccc1F
47: CCc1nn(CC(=O)NCCCc2ccccc2)c(=O)c2cc3c(OC)cccc3n12
compound no. | 41 | 42 | 43 | 44 | 45 | 46 | 47
VIM-2 inh | 1.1 | 0.2 | -0.9 | -0.9 | -2.0 | 3.2 | -2.2
IDE act | 1 | -4 | -9 | 11 | -1 | 4 | 5
GPR7 antag | 0 | -5 | -5 | -1 | -11 | -4 | -6
IMP-1 inh | -1.6 | -2.7 | -1.4 | -1.1 | -1.3 | 1.7 | 0.6
PHOSPHO1 inh | 25 | -19 | -27 | 12 | 18 | 6 | 16
IDE cell inh | -5 | -2 | 0 | -2 | -2 | -4 | -1
NALP1 inh | 28 | 24 | 6 | 10 | x | -7 | -2
pCIP destab | 5 | -10 | -3 | 2 | -5 | -3 | -4
M18AAP inhibitor | 6 | 5 | 0 | -9 | -2 | 22 | 0

Screening data (PubChem BioAssay)
